# Source: PubChem
# TcdB GH inh – TcdB glycohydrolase inhibition; TcdB glycohydrolase enzymatic assay, plate reader; actives 0.24% (n = 350,000); inhibition, % at 9.99 µM; P18177; in the data active = inhibition above about 10%
# Target sequence (P18177 whole entry, looked up): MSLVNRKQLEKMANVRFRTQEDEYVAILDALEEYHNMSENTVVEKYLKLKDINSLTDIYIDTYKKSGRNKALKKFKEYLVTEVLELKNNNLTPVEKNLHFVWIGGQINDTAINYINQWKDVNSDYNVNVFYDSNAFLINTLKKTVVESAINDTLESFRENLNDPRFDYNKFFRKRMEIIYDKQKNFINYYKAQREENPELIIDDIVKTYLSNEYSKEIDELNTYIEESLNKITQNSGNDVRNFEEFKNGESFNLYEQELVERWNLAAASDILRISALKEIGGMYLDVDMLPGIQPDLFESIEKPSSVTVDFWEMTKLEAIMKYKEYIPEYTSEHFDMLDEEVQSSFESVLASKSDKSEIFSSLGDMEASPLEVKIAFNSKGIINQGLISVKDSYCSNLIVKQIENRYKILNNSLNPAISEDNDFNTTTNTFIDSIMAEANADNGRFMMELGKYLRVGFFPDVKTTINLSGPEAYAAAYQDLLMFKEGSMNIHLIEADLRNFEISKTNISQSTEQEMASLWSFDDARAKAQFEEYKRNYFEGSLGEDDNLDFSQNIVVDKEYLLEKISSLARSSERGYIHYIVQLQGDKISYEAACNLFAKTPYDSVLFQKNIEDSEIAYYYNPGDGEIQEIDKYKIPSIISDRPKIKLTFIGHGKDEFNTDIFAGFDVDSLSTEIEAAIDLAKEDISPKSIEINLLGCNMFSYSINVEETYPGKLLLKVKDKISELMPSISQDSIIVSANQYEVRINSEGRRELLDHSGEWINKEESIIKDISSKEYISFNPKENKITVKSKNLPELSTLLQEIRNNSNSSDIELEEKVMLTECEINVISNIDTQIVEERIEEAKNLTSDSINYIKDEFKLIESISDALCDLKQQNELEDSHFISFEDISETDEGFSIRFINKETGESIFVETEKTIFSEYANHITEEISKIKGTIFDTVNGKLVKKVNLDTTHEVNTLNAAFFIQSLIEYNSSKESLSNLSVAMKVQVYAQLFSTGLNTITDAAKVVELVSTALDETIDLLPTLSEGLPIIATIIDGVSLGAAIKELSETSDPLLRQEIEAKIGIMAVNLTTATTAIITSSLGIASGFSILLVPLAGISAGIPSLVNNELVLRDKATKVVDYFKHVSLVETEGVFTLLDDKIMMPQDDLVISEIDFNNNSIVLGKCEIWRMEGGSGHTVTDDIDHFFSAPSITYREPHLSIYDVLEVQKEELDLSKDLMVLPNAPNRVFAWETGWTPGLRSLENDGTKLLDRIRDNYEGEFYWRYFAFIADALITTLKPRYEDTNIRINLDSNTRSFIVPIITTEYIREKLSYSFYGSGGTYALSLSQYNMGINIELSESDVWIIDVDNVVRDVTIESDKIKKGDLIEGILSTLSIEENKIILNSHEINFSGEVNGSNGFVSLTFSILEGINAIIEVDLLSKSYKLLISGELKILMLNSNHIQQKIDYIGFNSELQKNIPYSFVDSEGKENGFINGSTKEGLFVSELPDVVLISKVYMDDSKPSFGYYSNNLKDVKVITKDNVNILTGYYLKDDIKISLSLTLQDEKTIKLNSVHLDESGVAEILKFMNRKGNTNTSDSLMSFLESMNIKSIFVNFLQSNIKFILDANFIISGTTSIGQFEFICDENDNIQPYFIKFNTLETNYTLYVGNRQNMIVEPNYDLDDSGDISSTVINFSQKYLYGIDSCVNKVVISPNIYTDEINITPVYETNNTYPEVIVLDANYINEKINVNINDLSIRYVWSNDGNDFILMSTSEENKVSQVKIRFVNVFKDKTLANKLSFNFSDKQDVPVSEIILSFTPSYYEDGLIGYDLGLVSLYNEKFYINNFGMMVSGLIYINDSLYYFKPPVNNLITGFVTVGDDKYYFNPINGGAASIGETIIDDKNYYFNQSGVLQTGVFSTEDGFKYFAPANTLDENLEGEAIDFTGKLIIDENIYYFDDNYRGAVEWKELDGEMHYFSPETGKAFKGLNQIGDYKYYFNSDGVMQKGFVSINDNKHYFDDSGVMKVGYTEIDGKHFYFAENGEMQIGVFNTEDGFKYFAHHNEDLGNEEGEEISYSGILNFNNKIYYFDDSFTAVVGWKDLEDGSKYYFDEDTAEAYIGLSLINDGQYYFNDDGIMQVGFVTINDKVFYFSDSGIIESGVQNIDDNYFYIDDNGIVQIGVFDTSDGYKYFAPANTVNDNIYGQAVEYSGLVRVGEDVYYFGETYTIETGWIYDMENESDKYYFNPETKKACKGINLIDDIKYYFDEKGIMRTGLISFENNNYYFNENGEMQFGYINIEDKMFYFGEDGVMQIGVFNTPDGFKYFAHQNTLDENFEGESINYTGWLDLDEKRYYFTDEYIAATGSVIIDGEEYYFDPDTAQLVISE
# Numbers without * were called inactive. An excerpt; the hit share may differ from the screen's.
SMILES,TcdB GH inh
C[C@@H]1CN([C@H](C)CO)C(=O)Cc2cc(NC(=O)Nc3ccc(C(F)(F)F)cc3)ccc2O[C@@H]1CN(C)S(C)(=O)=O,2.1
COc1ccc(S(=O)(=O)N(C)C[C@@H]2Oc3ccc(NC(=O)NC4CCCCC4)cc3C(=O)N([C@H](C)CO)C[C@@H]2C)cc1,0.9
C[C@@H]1CN([C@H](C)CO)C(=O)c2cc(NC(=O)Cn3cnnn3)ccc2O[C@@H]1CN(C)S(=O)(=O)c1cccs1,0.9
C[C@@H]1CN([C@@H](C)CO)C(=O)c2cc(NC(=O)Cc3ccccc3)ccc2O[C@@H]1CN(C)Cc1ccc(C(F)(F)F)cc1,-0.1
C[C@@H]1CN([C@@H](C)CO)C(=O)c2cc(NS(C)(=O)=O)ccc2O[C@H]1CN(C)Cc1ccc(C(F)(F)F)cc1,1.0
COc1ccc(NC(=O)N(C)C[C@@H]2Oc3ncc(C4=CCCC4)cc3C(=O)N([C@@H](C)CO)C[C@@H]2C)cc1,0.3
COCC(=O)N(C)C[C@H]1Oc2cc(C#C[C@@H](C)O)ccc2S(=O)(=O)N([C@H](C)CO)C[C@@H]1C,1.1
CO[C@H]1CN(C)C(=O)c2cc(NC(=O)Nc3ccccc3F)ccc2OC[C@@H](C)N(Cc2ccccc2C(=O)O)C[C@@H]1C,-0.1
COc1ccc2c3c([nH]c2c1)[C@@H](CO)N(C(=O)Nc1ccc(F)cc1)CC31CN(S(=O)(=O)c2cn(C)cn2)C1,1.3
COc1cccc(NC(=O)Nc2ccc3c(c2)OC[C@@H](C)NC[C@@H](C)[C@H](OC)CN(C)C3=O)c1,2.2
CC(C)NC(=O)N(C)C[C@H]1Oc2ccc(NC(=O)CCC(F)(F)F)cc2CC(=O)N([C@@H](C)CO)C[C@H]1C,0.1
CCC(=O)N1C[C@@H](C)[C@H](OC)CN(C)C(=O)c2ccc(NC(=O)CC(F)(F)F)cc2OC[C@H]1C,-2.0
CCNC(=O)C[C@H]1CC[C@@H]2[C@H](COC[C@H](O)CN2C(=O)Nc2c(C)noc2C)O1,-1.0
Cc1noc(C)c1S(=O)(=O)N(C)C[C@@H]1OCCCC[C@H](C)Oc2ccc(NS(=O)(=O)c3ccc(Cl)cc3)cc2C(=O)N([C@@H](C)CO)C[C@H]1C,0.2
C[C@H](CO)N1C[C@H](C)[C@H](CN(C)C(=O)C2CCOCC2)Oc2cc(C3=CCCC3)ccc2S1(=O)=O,-1.3
CN(C)C(=O)C[C@H]1C[C@H]2c3cc(NC(=O)NC4CCCCC4)ccc3O[C@H]2[C@H](CO)O1,-0.5
O=C(Nc1cccc(F)c1)N1C[C@@H]2[C@H](c3ccccc31)[C@@H](CO)N2C(=O)C1CCOCC1,-1.3
CO[C@@H]1CN(C)C(=O)c2cc(NC(=O)c3ccc(F)cc3)ccc2OC[C@H](C)N(C(=O)CN(C)C)C[C@H]1C,0.2
CO[C@H](CN(C)C(=O)c1cnccn1)[C@@H](C)CN([C@@H](C)CO)S(=O)(=O)c1ccc(C)cc1,0.4
CCCC#Cc1cnc2c(c1)C(=O)N([C@@H](C)CO)C[C@H](C)[C@@H](CN(C)Cc1ccccc1)O2,0.7
C[C@@H]1CN([C@@H](C)CO)C(=O)c2cc(C#Cc3cccc(F)c3)cnc2O[C@H]1CN(C)CC1CCOCC1,0.1
C[C@@H]1CN([C@@H](C)CO)C(=O)c2cc(NC(=O)C3CC3)ccc2O[C@@H]1CN(C)Cc1ccc(C(=O)O)cc1,-0.1
CCc1csc(N2[C@H](C#N)[C@@H](c3ccc(-c4ccc(F)cc4)cc3)[C@@H]2CO)n1,-0.4
C[C@@H]1CN([C@H](C)CO)C(=O)c2cccc(NS(=O)(=O)c3cn(C)cn3)c2O[C@H]1CN(C)Cc1ccc(-c2ccccc2)cc1,-0.3
C[C@H]1CN([C@@H](C)CO)C(=O)c2c(c3ccccc3n2C)-c2ccccc2CO[C@H]1CN(C)C(=O)Oc1ccccc1,0.8

# Sorted by formula weight (lowest first): part of the list above.
SMILES,TcdB GH inh
CCc1csc(N2[C@H](C#N)[C@@H](c3ccc(-c4ccc(F)cc4)cc3)[C@@H]2CO)n1,-0.4
CO[C@H](CN(C)C(=O)c1cnccn1)[C@@H](C)CN([C@@H](C)CO)S(=O)(=O)c1ccc(C)cc1,0.4
C[C@@H]1CN([C@@H](C)CO)C(=O)c2cc(NC(=O)Cc3ccccc3)ccc2O[C@@H]1CN(C)Cc1ccc(C(F)(F)F)cc1,-0.1

# Other structures follow.
SMILES,TcdB GH inh
COc1ccc2c3c(n(C)c2c1)[C@H](CO)N(CC1CC1)CC31CCN(C(=O)Nc2ccccc2)CC1,0.3
Cc1cccc(S(=O)(=O)N(C)C[C@H]2OCc3cn(nn3)CCCC(=O)N([C@H](C)CO)C[C@H]2C)c1,-0.1
Cc1ccc(-c2ccc([C@@H]3[C@@H](CO)N4C(=O)CN(C(=O)c5cccnc5)C[C@H]34)cc2)cc1,0.8
O=S(=O)(c1cccs1)N1CCCCN2[C@@H](CO)[C@H](c3ccc(Br)cc3)[C@@H]2C1,-0.7
C[C@@H]1CN([C@@H](C)CO)C(=O)c2cccc(NC(=O)Nc3ccc4c(c3)OCO4)c2O[C@@H]1CN(C)Cc1ccc2c(c1)OCO2,-0.9
C[C@@H]1CN([C@H](C)CO)C(=O)c2cccc(NC(=O)Nc3ccccc3)c2O[C@@H]1CN(C)S(=O)(=O)c1ccc(Cl)cc1,-0.3
COc1ccccc1-c1cnc2c(c1)C(=O)N([C@@H](C)CO)C[C@H](C)[C@H](CN(C)Cc1cncnc1)O2,-0.2
COCC#Cc1cnc2c(c1)C(=O)N([C@@H](C)CO)C[C@H](C)[C@H](CN(C)C)O2,-0.5
CN(C)C(=O)[C@H]1[C@H](CO)[C@H]2Cn3c(ccc(-c4cccc(F)c4)c3=O)[C@H]2N1C(=O)c1ccccn1,-0.2
COCC(=O)N1C[C@H]2[C@@H](c3ccccc31)[C@@H](CO)N2C(=O)Nc1ccccc1F,-2.3
O=C(C[C@H]1CC[C@@H](NC(=O)C2CCC2)[C@H](CO)O1)NCC1CC1,-1.6
C[C@H](CO)N1C[C@H](C)[C@H](CN(C)C(=O)Nc2cccc3ccccc23)Oc2ccc(NC(=O)Nc3ccc4c(c3)OCO4)cc2CC1=O,-1.7
Cc1cccc(-c2ccc([C@@H]3[C@@H](CO)N4C(=O)CN(S(=O)(=O)c5cccc(F)c5)C[C@H]34)cc2)c1,-1.3
CN1C(=O)c2cc(NC(=O)c3cnccn3)ccc2OC[C@H]2O[C@@H](CC(=O)NCC3CCCCC3)CC[C@H]21,-0.7
CN(C)C(=O)C[C@H]1CC[C@H](NC(=O)NC2CCCC2)[C@@H](CO)O1,-3.0
Cc1ccc(-c2ccc3c(c2)O[C@H](CN(C)C(=O)C2CCC2)[C@@H](C)CN([C@@H](C)CO)S3(=O)=O)cc1,0.4
COc1ccc2c3c([nH]c2c1)[C@@H](CO)N(CC1CCCC1)CC31CN(C)C1,-0.7
Cc1noc(C)c1NC(=O)Nc1ccc2c(c1)CC(=O)N([C@H](C)CO)C[C@@H](C)[C@@H](CN(C)C(=O)Nc1cccc3ccccc13)O2,0.7
C[C@H](CO)N1C[C@H](C)[C@H](CN(C)C(=O)Nc2ccc3c(c2)OCO3)Oc2c(NC(=O)c3cnccn3)cccc2C1=O,-1.3
CNC[C@@H]1Oc2cc(C#Cc3cccnc3)ccc2S(=O)(=O)N([C@H](C)CO)C[C@H]1C,-0.6
COc1ccc(NC(=O)Nc2ccc3c(c2)C(=O)N([C@@H](C)CO)C[C@@H](C)[C@H](CN(C)C(=O)Nc2ccc(OC)cc2)O3)cc1,-0.3
COc1cccc(-c2ccc3c(c2)O[C@@H](CN(C)Cc2ccncc2)[C@@H](C)CN([C@H](C)CO)S3(=O)=O)c1,0.8
C[C@@H]1CN([C@@H](C)CO)C(=O)Cc2cc(NC(=O)Cc3cn(C)c4ccccc34)ccc2O[C@H]1CN(C)Cc1ccc(Cl)c(Cl)c1,0.2
CCCNC(=O)Nc1ccc2c(c1)C(=O)N(C)C[C@@H](OC)[C@H](C)CN(C(=O)C1CCOCC1)[C@H](C)CO2,0.2
O=C(NCC1CC1)[C@H]1[C@H](CO)[C@H]2Cn3c(cccc3=O)[C@@H]1N2C(=O)c1ccccc1,1.3

# Reprinted at random: two compounds from above.
SMILES,TcdB GH inh
CN(C)C(=O)[C@H]1[C@H](CO)[C@H]2Cn3c(ccc(-c4cccc(F)c4)c3=O)[C@H]2N1C(=O)c1ccccn1,-0.2
C[C@@H]1CN([C@H](C)CO)C(=O)c2cccc(NC(=O)Nc3ccccc3)c2O[C@@H]1CN(C)S(=O)(=O)c1ccc(Cl)cc1,-0.3

# Next section.
SMILES,TcdB GH inh
C[C@@H]1CN([C@H](C)CO)C(=O)c2ccccc2-c2ccccc2CO[C@@H]1CN(C)Cc1ccc(C(F)(F)F)cc1,-12
C[C@@H]1CN([C@H](C)CO)C(=O)c2cccc(NC(=O)Nc3ccccc3)c2O[C@@H]1CN(C)Cc1ccc(C(=O)O)cc1,-1.8
COCC(=O)Nc1ccc2c(c1)C(=O)N(C)[C@@H]1CC[C@@H](CC(=O)NCC(F)(F)F)O[C@H]1CO2,0.9
C[C@@H]1CN([C@H](C)CO)C(=O)c2cc(NC(=O)Nc3ccc(F)cc3)ccc2O[C@@H]1CN(C)C(=O)Nc1ccc2c(c1)OCO2,0.4
C[C@@H]1CN([C@@H](C)CO)C(=O)c2cc(NS(=O)(=O)c3cccs3)ccc2O[C@@H]1CN(C)S(=O)(=O)c1cn(C)cn1,-0.6
CCNC(=O)[C@@H]1[C@@H](CO)[C@@H]2Cn3c(ccc(C4=CCCC4)c3=O)[C@H]1N2C(=O)CC,-1.0
COc1ccc(S(=O)(=O)N(C)C[C@H]2Oc3ccc(NC(=O)Cc4ccccc4)cc3CC(=O)N([C@@H](C)CO)C[C@H]2C)cc1,-0.2
Cc1ccc(S(=O)(=O)N[C@H]2CC[C@H](CC(=O)N3CCN(c4ccccc4)CC3)O[C@H]2CO)cc1,0.1
COCC#Cc1cnc2c(c1)C(=O)N([C@H](C)CO)C[C@@H](C)[C@H](CN(C)C(=O)Nc1ccccc1F)O2,-0.6
Cc1noc(C)c1S(=O)(=O)Nc1ccc2c(c1)C(=O)N([C@@H](C)CO)C[C@H](C)[C@@H](CN(C)C(=O)C1CCCCC1)OCCCC[C@H](C)O2,0.3
CCOC(=O)[C@@H]1[C@@H]2NC(=O)N(C)[C@@]1(C)Oc1ccccc12,0.8
CCC(=O)N1CC2(C1)[C@H](c1ccccc1)[C@H](CO)N2CC1CCOCC1,-0.1
Cc1ccc(-c2cnc3c(c2)C(=O)N([C@H](C)CO)C[C@H](C)[C@H](CN(C)C(=O)c2ccncc2)O3)cc1,0.0
CC(C)NC(=O)N(C)C[C@@H]1Oc2ccc(NC(=O)Nc3ccc(C(F)(F)F)cc3)cc2C(=O)N([C@H](C)CO)C[C@@H]1C,0.3
O=C(c1cccnc1)N1C[C@H]2[C@@H](c3ccccc31)[C@H](CO)N2C(=O)C1CC1,0.2
C[C@@H]1CN([C@H](C)CO)S(=O)(=O)c2ccc(-c3cccc(C#N)c3)cc2O[C@H]1CN(C)Cc1cccc(F)c1,-10
N#C[C@@H]1[C@@H](c2ccccc2-c2ccccc2F)[C@@H](CO)N1C(=O)C1CC1,-0.1
C/C=C/c1cnc2c(c1)C(=O)N([C@@H](C)CO)C[C@H](C)[C@@H](CN(C)C(=O)CN1CCOCC1)O2,0.1
C[C@@H]1CN([C@@H](C)CO)C(=O)c2cccc(NC(=O)c3cnccn3)c2O[C@@H]1CN(C)S(=O)(=O)c1ccc(F)cc1,-0.1
N#C[C@@H]1N[C@@H](CO)[C@@H]1c1ccc(C#Cc2ccccc2F)cc1,-0.2
C[C@@H]1CN([C@H](C)CO)C(=O)c2cc(C3=CCCCC3)cnc2O[C@@H]1CN(C)C(=O)NC1CCCC1,-1.3
COc1ccc(C#Cc2ccc([C@H]3[C@H]4CN(C(=O)Cc5ccccc5)CCCCN4[C@H]3CO)cc2)cc1,0.6
C[C@@H]1CN([C@@H](C)CO)S(=O)(=O)c2ccc(-c3cncnc3)cc2O[C@@H]1CN(C)Cc1ccccc1,-3.4
CC(=O)N(C)C[C@H]1Oc2ncc(C3=CCCC3)cc2C(=O)N([C@H](C)CO)C[C@@H]1C,1.0
CCC(=O)N[C@@H]1CC[C@@H](CC(=O)NCCN2CCCCC2)O[C@@H]1CO,-0.3

# Part of the list above, tab-delimited:
SMILES	TcdB GH inh
Cc1ccc(S(=O)(=O)N[C@H]2CC[C@H](CC(=O)N3CCN(c4ccccc4)CC3)O[C@H]2CO)cc1	0.1
O=C(c1cccnc1)N1C[C@H]2[C@@H](c3ccccc31)[C@H](CO)N2C(=O)C1CC1	0.2

# The results go on.
SMILES,TcdB GH inh
COc1cccc(NC(=O)N[C@@H]2C=C[C@H](CC(=O)Nc3ccccc3)O[C@@H]2CO)c1,1.5
C[C@@H]1CN([C@H](C)CO)C(=O)Cc2cc(NS(=O)(=O)c3ccccc3)ccc2O[C@H]1CN(C)Cc1ccc(C(F)(F)F)cc1,-0.3
O=C(C[C@@H]1C[C@@H]2c3cc(NC(=O)Cc4ccncc4)ccc3O[C@@H]2[C@@H](CO)O1)NCC1CC1,-1.7
Cc1ccc(CN(C)C[C@@H]2OCc3cn(nn3)CCCC(=O)N([C@H](C)CO)C[C@@H]2C)cc1,0.4
CCCNC(=O)N1CC2(C1)[C@@H](c1ccccc1)[C@@H](CO)N2C(=O)C1CCCCC1,-0.4
COc1ccc(NC(=O)Nc2cccc3c2O[C@H](CN(C)C(=O)Nc2ccc4c(c2)OCO4)[C@H](C)CN([C@@H](C)CO)C3=O)cc1,0.4
COCC(=O)N(C)C[C@@H]1Oc2cc(-c3cccc(F)c3)ccc2S(=O)(=O)N([C@H](C)CO)C[C@@H]1C,1.3
O=C(CN1CCOCC1)NCC[C@H]1CC[C@H](NC(=O)Cc2ccccn2)[C@H](CO)O1,-1.3

# A few values from the entries so far.
# TcdB GH inh, `COc1cccc(NC(=O)N[C@@H]2C=C[C@H](CC(=O)Nc3ccccc3)O[C@@H]2CO)c1` reads 1.5
# TcdB GH inh, `C[C@@H]1CN([C@H](C)CO)C(=O)Cc2cc(NS(=O)(=O)c3ccccc3)ccc2O[C@H]1CN(C)Cc1ccc(C(F)(F)F)cc1` reads -0.3
